GRP78 ERSR act: inducers of ER stress response in human glioma cells | U87-MG GRP78 promoter luciferase reporter, 16 h | Potency, µM, for the others: top-dose activation, hits mostly activators | 0.02% of 420,000 active; also: potency is read from the fitted curve at half-maximal effect; series mostly up to about 76 µM; % of control where 0% means no effect; nearly all actives have a fitted effect of over 35% in size
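ERSR induction read as luciferase luminescence (Bright-Glo, 10 min at room temperature) in stably transfected human U87-MG glioma cells exposed to compounds for 16 h, using GRP78 as sensor.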
rTrxR1 inhibitor: blocks rat thioredoxin reductase 1; O89049; recombinant rTrxR1, NADPH fluorescence consumption, selenite substrate; Potency, µM (titrated, usually from 114 µM), for inactives: at the highest dose activity change, negative = inhibition, usual class: inhibitors; 1% of 390,000 active; also: potency is read from the fitted curve at half-maximal effect; % is scaled to controls: 0 for no effect and ±100 for the full control effect; nearly all actives have a fitted effect of over 65% in size
Target sequence (O89049 whole entry, looked up): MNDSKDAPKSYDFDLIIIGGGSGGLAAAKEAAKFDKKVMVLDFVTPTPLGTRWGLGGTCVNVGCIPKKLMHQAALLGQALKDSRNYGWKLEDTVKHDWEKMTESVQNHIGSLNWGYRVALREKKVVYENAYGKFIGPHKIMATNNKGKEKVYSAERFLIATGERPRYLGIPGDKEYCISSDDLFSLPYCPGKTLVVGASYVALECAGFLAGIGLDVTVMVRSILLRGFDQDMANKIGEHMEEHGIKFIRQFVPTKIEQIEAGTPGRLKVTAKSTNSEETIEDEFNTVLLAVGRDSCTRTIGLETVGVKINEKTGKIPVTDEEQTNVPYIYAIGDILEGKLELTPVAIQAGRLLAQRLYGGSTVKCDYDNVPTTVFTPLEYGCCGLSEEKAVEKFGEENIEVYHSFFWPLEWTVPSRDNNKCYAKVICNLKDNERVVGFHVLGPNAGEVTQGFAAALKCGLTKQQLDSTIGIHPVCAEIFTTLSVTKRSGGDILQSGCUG
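Rat TrxR1 (90 nM in the dispensed reagent) was pre-reduced with 400 uM NADPH for 5 min at room temperature, then incubated with compound for 15 min. After 400 uM selenite was added, NADPH fluorescence (Ex 340/Em 450 nm) was followed for 8 min.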
LDHA inh: inhibitors of human lactate dehydrogenase A | purified LDHA, NADH/diaphorase-resazurin fluorescence; hits give low values | activity change, % (values are at about 110 or 230 µM) | 0.15% of 480,000 active | AID 1347041; in the data active = activity change below about -30%; inconclusive = mostly about -25% to -30%;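 also: plate controls were DMSO wells for no effect and wells without enzyme for full effect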
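Resorufin fluorescence (ex540/em590), read at 0 and 20 min after diaphorase/resazurin addition, reports the NADH left after a 5 min room-temperature reaction of 2 nM human LDH5 with 0.06 mM NADH and 0.2 mM pyruvate.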
IDH1 R132H inh: human IDH1 R132H inhibition; O75874; IDH1-R132H enzyme, NADPH consumption, diaphorase/resazurin fluorescence; Potency, µM (doses to about 76.6 µM), for inactives: at the highest dose activity change, negative = inhibition, usual class: inhibitors; 0.093% of 390,000 active; AID 602179; also: potency is read from the fitted curve at half-maximal effect; % is scaled to controls: 0 for no effect and ±100 for the full control effect; nearly all actives have a fitted effect of over 65% in size
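IDH1-R132H (0.5 ug/mL dispensed) in pH 7.5 Tris buffer was preincubated 30 min with compound, then given a substrate mix of 0.016 mM NADPH and 2 mM alpha-KG for 80 min at room temperature; remaining NADPH was read by diaphorase/resazurin fluorescence.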
TrxR1 substrate: substrates of rat thioredoxin reductase 1; 0.01% of 390,000 active; AID 588456; O89049; purified TrxR1 substrate turnover, NADPH consumption readout; Potency, µM (doses to about 114 µM), for the others: top-dose activity change, negative = substrate turnover; also: potency is read from the fitted curve at half-maximal effect; % is scaled to controls: 0 for no effect and ±100 for the full control effect; nearly all actives have a fitted effect of over 50% in size
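Rat TrxR1, dispensed at 90 nM, was prereduced with 400 uM NADPH (final) for 5 min at ~22 deg C, then incubated with compound 15 min before 400 uM selenite. A first-read NADPH fluorescence drop versus no-compound background flagged substrates.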
USP1 inh: inhibitors of human USP1/UAF1 deubiquitinase | 0.23% of 390,000 active | AID 743255 | recombinant USP1/UAF1, Ub-Rhodamine cleavage fluorescence | Potency, µM (highest dose often 57.1 µM), inactives show at the top dose activity change, negative = inhibition, hits mostly inhibitors; also: potency is read from the fitted curve at half-maximal effect; % is scaled to controls: 0 for no effect and ±100 for the full control effect; nearly all actives have a fitted effect of over 60% in size; inactives centre near -12
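USP1/UAF1 complex at 1 nM was preincubated with compound for 15 min at room temperature, then Ub-Rho substrate (150nM final) was added. Fluorescence (480/540 nm) was read kinetically, 6 reads every 60 seconds.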
RGS4 inhibitor: blocks human RGS4-accelerated GTP hydrolysis | P49798 | Transcreener GDP fluorescence polarization, RGS4-accelerated GTP hydrolysis | Potency, µM (titrated, usually from 114 µM), for inactives: at the highest dose activity change, negative = inhibition, most hits filed as inhibitors | 0.039% of 390,000 active; also: potency is read from the fitted curve at half-maximal effect; % is scaled to controls: 0 for no effect and ±100 for the full control effect; nearly all actives have a fitted effect of over 75% in size; some results filed as inactive show a strong effect at the top dose
Target sequence (P49798 whole entry, looked up): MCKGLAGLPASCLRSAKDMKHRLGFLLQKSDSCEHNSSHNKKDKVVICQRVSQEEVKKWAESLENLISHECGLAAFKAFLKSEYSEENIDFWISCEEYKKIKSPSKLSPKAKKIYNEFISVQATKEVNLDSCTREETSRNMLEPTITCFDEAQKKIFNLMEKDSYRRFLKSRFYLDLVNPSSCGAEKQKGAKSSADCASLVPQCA
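MLSMR compounds (23 nl, pin-transferred) preincubated 10 min at room temperature with a 500nM (2x) first reagent, then RGS4 at 900nM (2x) plus Transcreener GDP mix added; fluorescence polarization (620/688 nm) read before and after 90 min at 30 °C.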
Vif-A3F inh: inhibitors of Vif-A3F interaction. Potency, µM (doses to about 46.1 µM), without a hit: top-dose activity, negative = active. AID 602313. 0.2% of 390,000 active. HeLa A3F-eYFP + Vif (tagged APOBEC3F with the HIV-1 protein that degrades it), YFP fluorescence increase; also: potency is read from the fitted curve at half-maximal effect; % of control where 0% means no effect; nearly all actives have a fitted effect of over 65% in size
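HeLa cells stably expressing A3F-eYFP plus Vif, plated and incubated overnight at 37 deg C, then exposed to compounds overnight at 37 deg C. Blocked degradation read as raised yellow fluorescence (Ex 488/Em 500-530).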
Vif-APOBEC3G blk: Vif-A3G binding inhibition; Potency, µM (highest dose often 46.1 µM), without a hit: at the top dose activity, negative = active, actives largely listed as inhibitors; Q9HC16; HeLa A3G-eYFP + Vif (tagged APOBEC3G with the HIV-1 protein that degrades it), YFP fluorescence, overnight; 0.076% of 410,000 active;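 also: potency is read from the fitted curve at half-maximal effect; % is scaled to controls: 0 for no effect and ±100 for the full control effect; nearly all actives have a fitted effect of over 60% in size; hits raise eYFP signal because A3G escapes Vif-driven loss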
Target sequence (Q9HC16 whole entry, looked up): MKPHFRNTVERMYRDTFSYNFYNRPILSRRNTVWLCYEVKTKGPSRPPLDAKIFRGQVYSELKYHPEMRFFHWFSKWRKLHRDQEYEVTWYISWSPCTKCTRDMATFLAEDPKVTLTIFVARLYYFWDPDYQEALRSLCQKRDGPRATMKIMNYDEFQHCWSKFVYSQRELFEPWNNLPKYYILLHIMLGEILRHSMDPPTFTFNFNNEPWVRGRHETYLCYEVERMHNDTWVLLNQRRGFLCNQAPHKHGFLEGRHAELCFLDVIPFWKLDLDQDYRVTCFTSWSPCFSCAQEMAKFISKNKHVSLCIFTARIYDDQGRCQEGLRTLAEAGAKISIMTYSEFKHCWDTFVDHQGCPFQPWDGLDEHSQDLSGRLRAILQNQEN
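HeLa cells stably expressing Vif and C-terminally eYFP-tagged A3G, seeded overnight at 37 deg C, then exposed to compound by pintool overnight at 37 deg C. Rise in yellow fluorescence (Ex 488/Em 500-530, Acumen) marks blocked Vif-driven A3G degradation.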
Starred values were filed as active, the others as inactive; ? = inconclusive; nt = not tested or not shown; & = joins results of further samples; [ ] = dose if it differs, or a comment. Unless noted, calls follow the shape of the dose curve; as a rule, active = well fitted curve in the direction sought with a large enough effect; inconclusive = small, poorly fitted or top-dose-only effect, or another doubt; inactive = no such curve, though single readings can be large; an effect the other way counts as inactive or inconclusive. Only part of the results is shown; count on the stated rates, not on these rows.

SMILES | GRP78 ERSR act | rTrxR1 inhibitor | LDHA inh | IDH1 R132H inh | TrxR1 substrate | USP1 inh | RGS4 inhibitor | Vif-A3F inh | Vif-APOBEC3G blk
O=C1CN(C(=O)COC(=O)C2=COCCO2)c2ccccc2N1 | -2% | -8% | -1 | -2% | -9% | 2% | 12% | 0% | -3%
COc1ccccc1N(CC(=O)NC1CCCC1)C(=O)c1oc(C(C)(C)C)cc1C | -3% | -5% | -10 | -4% | -6% | -26% | 3% | -2% | 6%
Cc1cccc(NC(=O)COc2ccc3oc4c(c3c2)CCCC4)c1 | 1% | ? | -1 | 13% | -8% | -21% | 13% | 7% | 2%
CCOC(=O)c1c(SCc2ccccc2)n[nH]c1N | -2% | 34% | -2 | -5% | 5%[2.29 µM] | -14% | 2% | 2% | 0%
CCN1C[C@@H]2[C@@H]3C(=O)N(C)C(=O)[C@@H]3[C@](C)(C1=O)N2C(=O)c1ccc(C(C)(C)C)cc1 | -3% | 7%[57.1 µM] | -5 | 9% | 8%[57.1 µM] | -16% | -1% | 4% | -3%
O=C(C1CC1(c1ccccc1)c1ccccc1)N1CCOCC1 (stereo unspecified) | -1% | 6% | -9 | -4% | 1% | -13% | -12% | -4% | 0%
COc1ccc(-c2nc(CS(=O)(=O)CC(=O)NCc3ccccc3OC)c(C)o2)cc1 | -3% | -3%[57.1 µM] | -8&-5 | 1% | 5%[57.1 µM] | -13% | 8%[56.9 µM] | -19% | -11%
CCn1c(SCC(=O)N2CCCC2)nc2c1c(=O)n(C)c(=O)n2C | -5% | 38%[57.1 µM] | 0 | -1% | 2% | -3% | 8% | -4% | -1%
Cc1ccc(-c2cc(C(=O)NCc3ccc4c(c3)OCO4)no2)cc1 | 2% | 38%[activator] | 1 | 4% | 9% | -22% | -14% | -4% | -1%
COCCN(C(=O)Cc1cccs1)C(C(=O)NCc1ccc(OC)cc1)c1ccc(C(C)C)cc1 (stereo unspecified) | -1% | 6%[57.1 µM] | 5 | 1% | 1% | -8% | 10% | 0% | 2%
C=CCC1NS(=O)(=O)OC(CCc2ccccc2)C1O (stereo unspecified) | -3% | 9% | -3 | -8% | 6% | ? | -11% | -4% | 0%
COC(=O)[C@@]1(Cc2ccccc2)[C@H]2C(=O)N(C)C(=O)[C@H]2[C@H]2CN=C(SCC3CC3)N21 | -3% | 9% | -1 | 2%[38.3 µM] | 3% | -26% | -8% | -4% | 5%
Cc1ccccc1C(=O)Nc1cccc(C(=O)N/N=C/c2ccccn2)c1 | 8% | 6%[57.1 µM] | -2 | -6% | 4%[57.1 µM] | -17% | -14% | 1% | -7%
COc1cc(OC)c(N(C)S(=O)(=O)c2cccc(C(=O)OCc3c(C)noc3C)c2)cc1Cl | -2% | 29%[57.1 µM] | -8 | 4% | 1%[57.1 µM] | -9% | 5% | 10% | 2%
COC(=O)/C=C1\SC(=Nc2ccc(Cl)c(Cl)c2)NC1=O | 1% | 19%[57.1 µM] | -10 | 10% | 7%[57.1 µM] | -14% | -33% | 2% | -1%
Cc1c(Cl)cccc1NC(=O)c1oc2ccc(S(=O)(=O)N3CCCCCC3)cc2c1C | -5% | 9%[57.1 µM] | -10 | 3% | -6%[57.1 µM] | ? | 34% | -15% | 2%
CCNC(=O)CN1C(=O)NC2(CCOc3ccccc32)C1=O (stereo unspecified) | -3% | 4% | -4 | ? | -4% | -7% | 6% | 2% | -3%
CCOc1cc(/C=C(/C#N)c2ccc(Cl)cc2)cc(Cl)c1OCC(=O)O | -14% | -14% | -10 | -1% | -12% | -16% | 11% | 0% | 2%
Cc1ccc2c(c1)sc[n+]2Cc1ccccc1 | 4% | ? | -4 | 0% | 7%[57.1 µM] | -8% | -99% | -10% | 1%
CCCn1nc(C(=O)Nc2ccc(-n3cnnn3)cc2)c2ccccc2c1=O | -1% | 12% | -10 | -6% | 4% | -3% | 2% | 0% | -5%
COc1ccccc1OC(=O)Cc1cccc2ccccc12 | 0% | 9% | -1 | -9% | 0% | -11% | -21% | 8% | 2%
Nc1ccc2cc3[nH]c4cc(N)ccc4c3nc2c1 | -8% | -16% | 16 | 8% | 22% | ? | -39% | -39% | 3%
CCn1c(SCC(=O)N/N=C/c2c[nH]c3ccccc23)nnc1-c1ccc(C(C)(C)C)cc1 | -2% | -13% | 0 | -3% | -2%[57.1 µM] | -12% | 1% | -10% | 0%
COc1cc(C2c3c(oc4cc(C)c(C)cc4c3=O)C(=O)N2CCCN2CCOCC2)ccc1O (stereo unspecified) | -2% | ? | 10 | ? | -2% | -38% | -39% | -3% | -2%
Cc1cccc(N(O)C(=O)Nc2cccc(Cl)c2)c1 | 5% | 15%[2.29 µM] | 8 | 7% | 8%[2.29 µM] | ? | -26% | 3% | 2%

3 records drawn at random from those above, as already listed:
SMILES | GRP78 ERSR act | rTrxR1 inhibitor | LDHA inh | IDH1 R132H inh | TrxR1 substrate | USP1 inh | RGS4 inhibitor | Vif-A3F inh | Vif-APOBEC3G blk
CCOc1cc(/C=C(/C#N)c2ccc(Cl)cc2)cc(Cl)c1OCC(=O)O | -14% | -14% | -10 | -1% | -12% | -16% | 11% | 0% | 2%
Cc1cccc(NC(=O)COc2ccc3oc4c(c3c2)CCCC4)c1 | 1% | ? | -1 | 13% | -8% | -21% | 13% | 7% | 2%
COc1cc(OC)c(N(C)S(=O)(=O)c2cccc(C(=O)OCc3c(C)noc3C)c2)cc1Cl | -2% | 29%[57.1 µM] | -8 | 4% | 1%[57.1 µM] | -9% | 5% | 10% | 2%

As entered above:
Entry for `COc1ccc(-c2nc(CS(=O)(=O)CC(=O)NCc3ccccc3OC)c(C)o2)cc1` under GRP78 ERSR act: -3%
Entry for `O=C(C1CC1(c1ccccc1)c1ccccc1)N1CCOCC1` (stereo unspecified) under RGS4 inhibitor: -12%
Entry for `CCNC(=O)CN1C(=O)NC2(CCOc3ccccc32)C1=O` (stereo unspecified) under TrxR1 substrate: -4%
Entry for `CCn1c(SCC(=O)N2CCCC2)nc2c1c(=O)n(C)c(=O)n2C` under RGS4 inhibitor: 8%

(more compounds)
SMILES | GRP78 ERSR act | rTrxR1 inhibitor | LDHA inh | IDH1 R132H inh | TrxR1 substrate | USP1 inh | RGS4 inhibitor | Vif-A3F inh | Vif-APOBEC3G blk
COc1ccc(CCNC(=O)C(=O)c2cn(CC(=O)N3CCOCC3)c3ccccc23)cc1 | 5% | -3% | -3 | 3% | -8% | -8% | 1% | -5% | 1%
CN1C2C=C(N(CCc3ccccc3)C(=O)c3ccc(Cl)cc3)CC1CC2 (stereo unspecified) | 0% | 12%[57.1 µM] | -6 | 4% | 8% | -14% | 1% | -10% | 1%
O=C1CCCN1CCNC(=S)Nc1ccccc1 | -3% | -8% | -9 | 6% | 10% | ? | -3% | -18% | 0%
O=C(NC1CCS(=O)(=O)C1)c1ccc(S(=O)(=O)NCC2CCCO2)cc1 (stereo unspecified) | -8% | -5% | -5 | 3% | 8%[57.1 µM] | -15% | -11% | 1% | -2%
COc1ccc(-c2c(C(F)(F)F)oc3c(CN4CCN(C)CC4)c(O)ccc3c2=O)cc1 | 0% | 24% | 0 | 2% | 12% | -14% | -4% | -19% | 0%
Cc1ccc([C@@H]2[C@@H]3C(=O)N(C)C(=O)[C@@H]3[C@]3(C)C(=O)N(Cc4ccc(-c5ccccc5)cc4)CC(=O)N23)o1 | -5% | -12% | -3 | 1% | 4% | 3% | -8% | 5% | -4%
CC(=O)Nc1ccc(S(=O)(=O)n2nc(C)cc2C)cc1 | -4% | 14% | -2 | -2% | 8%[57.1 µM] | -7% | -7% | 9% | -1%
O=C1CC(c2ccccc2)CC(=O)N1c1ccccc1 | -2% | 7% | -2 | -9% | -6% | -8% | 2% | 3% | 3%
CCc1ccc(N2C(=O)CN(Cc3ccc(OC)c(OC)c3)C2=S)cc1 | -1% | 3% | -6 | -2% | -4% | -9% | 12% | 1% | 1%
COc1ccccc1N1CCN(C(=O)c2cnn(-c3cccc(Cl)c3)c2C2CCN(C(=O)OC(C)(C)C)CC2)CC1 | -4% | ? | 2 | -23% | -2% | -20% | 11% | 7% | -5%
Cc1ccsc1/C=N/NC(=O)Cc1cccn1C | 0% | -20% | -6 | 7% | -13% | -8% | -10% | -4% | -1%
O=C(N/N=C/c1cc2c(cc1Br)OCO2)c1c[nH]c2ccccc12 | 6% | 5% | -4 | -4% | 0% | -10% | -2% | -16% | -3%
CCc1ccc2[nH]c(=O)c(CN(Cc3ccco3)Cc3nnnn3Cc3ccco3)cc2c1 | 1% | 1% | -1 | nt | 10%[0.0914 µM] | nt | -31% | nt | -4%
COc1ccc(-n2cc3c(-c4cccc(Br)c4)nnc(C)c3n2)cc1 | -1% | 0% | -11 | -6% | -7% | -8% | ? | ? | ?
CCCc1cc(C(=O)Nc2ccc(C(=O)c3ccc(F)cc3)cc2)n(C)n1 | -7% | 25% | 0 | 8% | 4% | -25% | 13% | -6% | 4%

Compound activity: PubChem, National Center for Advancing Translational Sciences (NCATS)
